Compound activity deposited in PubChem BioAssay by Sanford-Burnham Center for Chemical Genomics.
H9c2 TAG inh – inhibitors of triacylglycerol accumulation; AID 651582; 230,000 tested, 0.66% active; inhibition, % at 12.5 µM; H9c2 cells, Nile Red lipid (TAG) fluorescence; cells loaded with 200 µM oleic acid;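 active = pattern-corrected inhibition of lipid staining of at least 50% with the nuclear-stain viability signal not falling by more than 50%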;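 note: 0% = DMSO wells and 100% = triacsin C control wells; some results filed as inactive read as strong as hits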
H9c2 TAG inh DAPI viability – second read-out of H9c2 TAG inh, no call of its own (marks repeat the call); DAPI nuclei signal change (viability), lower = more cytotoxic, %;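 whole-well DAPI fluorescence read on a plate reader as a viability signal; minus 50 percent equals half of cells still viable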
* = called active by the depositor.

SMILES	H9c2 TAG inh	H9c2 TAG inh DAPI viability
Oc1ccccc1C=NNC(=S)NC1CC2C=CC1C2 (stereo not given)	24	-5
COc1ccc(-c2nn(-c3ccccc3)cc2C(=O)N2c3ccc(C)cc3C3CN(C)CCC32)cc1 (stereo not given)	34	10
COc1ccccc1CNC(=O)c1cccc(NC(=O)c2ccccc2)c1	12	2
CCC(C)Sc1ccc([C@@H]2[C@@H]3C(=O)N(C)C(=O)[C@@H]3[C@]3(C(=O)OC)CCCCN23)cc1OC (stereo not given in full)	-6	7
Cc1cc(NC(=O)CN2C(=O)NC(C)(CC(C)C)C2=O)no1 (stereo not given)	-2	-8
COC(=O)c1sccc1-n1cccc1C(=O)NCc1ccccc1	24	-16
CCc1ccc(Cn2nnc(C(=O)Nc3cccc(C)c3)c2N)cc1	-25	3
O=C(Cc1ccc(Br)cc1)Nc1ccc(S(=O)(=O)NCC2CCCO2)cc1 (stereo not given)	-15	-6
Cc1cccc(NC(=O)CSc2nnc(-c3ccco3)n2CC2CCCO2)n1 (stereo not given)	0	-2
O=c1c2ccccc2c(-c2ccccc2)nn1-c1ccc(Cl)c(Cl)c1	3	-2
COc1ccc(C(=O)COC(=O)CN2C(=O)C3C4C=CC(C4)C3C2=O)cc1 (stereo not given)	2	0
O=C(Nc1cccc(NC(=O)c2cccs2)c1)c1ccc([N+](=O)[O-])o1	61*	-32*
COc1ccccc1NS(=O)(=O)c1cc(C(=O)N2CCCC2)ccc1C	4	3
C/C(=N\NC(=O)c1cccc(Cl)c1)c1cccc(NC(=O)c2ccco2)c1	11	3
CCOc1ccc(C(=O)NC(=S)NCCCN2CCOCC2)cc1	12	-5
Cc1cc(C)c(OCC(=O)OCC(=O)NCCC2=CCCCC2)c(C)c1	-1	13
NC(=O)NC(=O)COC(=O)c1ccc(OC(F)F)cc1	4	6
CCOc1cc(N2CCOCC2)c(OCC)cc1NC(=O)c1c(-c2ccccc2)noc1C	-4	-3
C/C(=N\NC(=O)CCC(=O)Nc1ccc(C)c(C)c1)c1cccs1	-24	1
Cc1nc2ncnn2c(C)c1CCC(=O)NCc1ccco1	-16	15
O=C(NC1CC1)C1=C[C@H](c2ccc(Br)cc2)C[C@H](OCc2ccc(CO)cc2)O1	-45	-2
O=c1c2c3c(sc2nc2sc(CN4CCOCC4)cn12)CCCC3	-3	-5
COc1ccc(CC(=O)N/N=C/C=C/c2cccc([N+](=O)[O-])c2)cc1OC	-5	2
COc1ccc(/C=C2/C(=O)N(c3ccccc3)N=C2C)cc1	-9	6
O=C(OCc1nnc(-c2ccccc2)o1)C1CCN(C(=O)c2ccc(Cl)cc2)CC1	20	-15
Cc1[nH]c2ccccc2c1C(=O)COC(=O)c1ccc[n+]([O-])c1	-10	12
COc1cc(/C=N/NC(=O)c2ccc(=O)[nH]n2)ccc1O	2	0
COc1cccc(NC(=O)/C=C/c2ccc([N+](=O)[O-])cc2)c1	-5	-8
CCCn1nnnc1NCc1cccc(Cl)c1	0	2
Cc1ccc(-n2ncc3c(=O)n(CC(=O)N4CCN(c5ccccc5)CC4)cnc32)cc1	12	-21
COCCCNC(=S)NCCNc1nc2c(C)c(C)ccc2cc1C#N	9	16
CCc1cccc(NC(=O)c2cccc3c2C(=O)N(CC2CCCO2)C3)c1 (stereo not given)	28	-5
O=C(Nc1ccc(Br)cc1)c1cccnc1N1CCOCC1	0	-8
COc1ccc(N2CCN(Cc3cc(=O)oc4cc(C)c(Cl)cc34)CC2)cc1	9	4
Cn1c(SCC(=O)c2ccccc2)nnc1-c1ccco1	8	-17
Cc1ccc(S(=O)(=O)NC(CC(C)C)C(=O)NCCCn2nc(C)cc2C)cc1 (stereo not given)	6	1
CN(CC(=O)NCc1cccnc1)S(=O)(=O)c1ccc2c(c1)c(=O)n(C)c(=O)n2C	-5	13
Cc1ccc(COc2cccc3c2CCN(Cc2ccc(F)cc2)C3=O)cc1	-22	2
COc1ccc(CNC(=O)CSc2nnc(C)c(=O)[nH]2)cc1	-4	0
O=S(=O)(c1cccc2ccccc12)N1CCCCC1	-1	-2
CCN(CC)C(=O)C1=C(C)N(CCC2=CCCCC2)C(=O)C(CC(=O)NCCCCc2ccccc2)C1 (stereo not given)	9	-12
Cc1cc(=O)oc2cc(OCC(=O)N3CCN(C(=O)c4ccco4)CC3)ccc12	25	-5
O=C(CCCOc1ccccc1)Nc1cccc(S(=O)(=O)N2CCCCCC2)c1	-4	-9
CCN(CC)S(=O)(=O)c1ccc(N2CCCC2)c(NC(=O)CSCc2c(C)noc2C)c1	-5	-4
COC(=O)[C@H](Cc1c[nH]c2ccccc12)NC(=O)Nc1ccccc1OC	-10	12
COc1ccc(S(=O)(=O)NCC(=O)N(CC(=O)NCC2CCCO2)c2c(C)cccc2C)cc1 (stereo not given)	-3	-5
Cc1nn(C)c(C)c1Sc1ccccc1N	0	-8
NS(=O)(=O)c1ccc(CCNC(=O)C2CCN(S(=O)(=O)c3ccc(Br)s3)CC2)cc1	20	-13

In another format: four of the compounds above
Every second line gives: H9c2 TAG inh	H9c2 TAG inh DAPI viability
> CCN(CC)S(=O)(=O)c1ccc(N2CCCC2)c(NC(=O)CSCc2c(C)noc2C)c1
  -5	-4
> NS(=O)(=O)c1ccc(CCNC(=O)C2CCN(S(=O)(=O)c3ccc(Br)s3)CC2)cc1
  20	-13
> Cc1cc(=O)oc2cc(OCC(=O)N3CCN(C(=O)c4ccco4)CC3)ccc12
  25	-5
> O=C(CCCOc1ccccc1)Nc1cccc(S(=O)(=O)N2CCCCCC2)c1
  -4	-9

Next structures follow:
SMILES	H9c2 TAG inh	H9c2 TAG inh DAPI viability
COc1cccc2cc(C(C)N(CCCN3CCOCC3)C(=O)Nc3ccc(Cl)cc3)oc12 (stereo not given)	9	10
COc1cccc(C2c3c(C)nn(-c4ccc([N+](=O)[O-])cc4)c3N=C3C(=O)Nc4ccccc4N32)c1 (stereo not given)	76*	-28*
O=C(COc1c(CO)cc(Br)cc1CO)NC1CCCc2ccccc21 (stereo not given)	1	-5
CN1OC[C@@H]2CN(S(=O)(=O)c3cccc4ccccc34)[C@H](c3ccc(-c4cccnc4)cc3)C[C@@H]21	3	-11
CCCCC(O)(CCCC)C(=O)NN(C(=O)c1cccnc1Cl)c1ccccc1	0	-1
O=C1NC(=Nc2ccc(Cl)cc2)SC1Cc1cc(Cl)ccc1Cl (stereo not given)	2	1
CCC(C)NC(=O)CN(C)S(=O)(=O)c1ccc2c(c1)c(=O)n(C)c(=O)n2C (stereo not given)	-6	0
CCOC(=O)C(=O)Nc1cc([N+](=O)[O-])ccc1C	6	3
COc1ccc(C(C)(O)c2nc(-c3cccc(F)c3)cs2)cc1 (stereo not given)	-6	-2
COc1cccc(CC(NC(C)=O)C(=O)NC2CCN(S(=O)(=O)c3ccc(F)cc3)CC2)c1OC (stereo not given)	13	-12
CCCc1oc2c(c(=O)c1CC)C(=O)CC(C)(C)C2	-1	5
CN1CCN(C(=O)c2ccc(Cl)c(S(=O)(=O)N3CCCCCC3)c2)CC1	-4	5
Cc1c(NC(=O)c2cccc(NC(=O)Cc3c(F)cccc3Cl)c2)c(=O)n(-c2ccccc2)n1C	3	-4
CC(Oc1ccc(C(C)(C)C)cc1)C(=O)NCC(c1ccco1)N1CCCC1 (stereo not given)	-2	13
Cc1nc(NC(=O)c2cncc(Br)c2)ccc1Br	0	-12
COc1cc(/C=C2/CC/C(=C/c3ccc(O)c(OC)c3)C2=O)ccc1O	5	1
CCOc1cccc(-c2cc(C(=O)NN)[nH]n2)c1	1	3
CCOc1ccccc1NC(=O)C(=O)N/N=C/c1cc(Br)ccc1O	-4	-21
CCOc1ccc(C(=O)NC2CCCCCCC2)cc1	7	-1
CC1CN(C(=O)COC(=O)/C=C/c2cccc([N+](=O)[O-])c2)CC(C)O1 (stereo not given)	9	-6
O=C(Cn1cccc1C(=O)c1ccccc1)NCc1ccco1	-15	1
CCN(C[C@H]1N[C@@](CC)(C(=O)OC)[C@H]2C(=O)N(C)C(=O)[C@@H]12)S(=O)(=O)c1ccc(OC)cc1	-2	-2
C(=N\Nc1ccc2ccccc2n1)/c1ccc2c(c1)OCCO2	6	25
CCOC(=O)/C=C/C(=O)OCC(=O)Nc1cccc(Cl)c1Cl	16	-1
Cc1cc(NC(=O)C(=O)NCCN2CCN(C(=O)c3cccs3)CC2)ccc1Br	-17	-3
Cn1c(=O)[nH]c(=O)c2c1nc(CN1CCN(c3ccccc3F)CC1)n2CC(N)=O	-3	-1
Cn1cc(S(=O)(=O)N2CCCC2)cc1C(=O)NCc1ccc(F)cc1	4	-16
CCN1C(=O)/C(=C2\C=Cc3cc(C)ccc3N2CC)OC1=S	3	1
COc1ccc(C(NC(=O)C2CCN(CCCc3ccccc3)CC2)c2ccccn2)cc1 (stereo not given)	6	-1
CCOC(=O)CCCCCC(=O)Nc1ccc2c(c1)C(=O)N([C@@H](C)CO)C[C@@H](C)[C@H](CN(C)S(=O)(=O)c1cccs1)OCCCC[C@H](C)O2	29	2
CCOc1cccc(C(=O)NC(=S)Nc2cccc(C)c2)c1	-6	1
CO/N=C/c1c(C(=O)OC)nn(-c2ccccc2)c1Cl	1	0
COc1cc(/C=N/Nc2ccc(Cl)c(C(=O)O)c2)ccc1OC(=O)c1cccs1	8	-10
CC1(C)O[C@@H]2[C@H](O1)[C@@H](COS(=O)(=O)O)O[C@H]2n1c(=S)[nH]c2c(=O)[nH]c(N)nc21	-9	6
O=C1[C@H]2[C@@H](c3ccccc3)N[C@]3(CCCN(Cc4ccco4)C3=O)[C@H]2C(=O)N1Cc1ccccc1	-10	-5
O=S1(=O)CC(O)C(NCc2ccco2)C1 (stereo not given)	33	-11
Nc1nc(Nc2ccccc2F)nc(NCc2ccccc2)c1[N+](=O)[O-]	9	-10
CC(CNS(=O)(=O)c1ccccc1)Sc1nncn1C (stereo not given)	-4	13
Cn1c(O)c(N=NC(=O)CNC(=O)c2ccco2)c2ccccc21	0	-4
O=C(NCCSCc1ccccc1)c1ccc(F)cc1	-1	3

The closing 4 records of the section above are carried over, then new ones follow:
SMILES	H9c2 TAG inh	H9c2 TAG inh DAPI viability
Nc1nc(Nc2ccccc2F)nc(NCc2ccccc2)c1[N+](=O)[O-]	9	-10
CC(CNS(=O)(=O)c1ccccc1)Sc1nncn1C (stereo not given)	-4	13
Cn1c(O)c(N=NC(=O)CNC(=O)c2ccco2)c2ccccc21	0	-4
O=C(NCCSCc1ccccc1)c1ccc(F)cc1	-1	3
CCOC(=O)C1CCCN(C(=O)c2cc(C)n(C(C)(C)C)n2)CC1 (stereo not given)	1	-5
COc1ccc(CN(C(=O)c2oc3cc(C)ccc3c2C)C2CCS(=O)(=O)C2)cc1OC (stereo not given)	8	-4
CCN(c1ccccc1)S(=O)(=O)c1cc(C(=O)NCc2ccco2)ccc1C	-3	-1
Brc1cccc(C2CC(c3ccccc3)n3nnnc3N2)c1 (stereo not given)	-18	14
O=C(NCc1ccccc1)c1ncn(Cc2ccccc2)c1C(=O)NCc1ccccc1	-2	-19
CC1CN(c2ccc(NC(=O)c3ccco3)cc2C(=O)O)CC(C)O1 (stereo not given)	-13	2
COc1ccc(CNC(=O)c2cc3cccc(OC)c3oc2=N)cc1	7	-2
Cc1ccc(C)c(N2CCN(CC(=O)Nc3ccc4[nH]c(=O)[nH]c4c3)CC2)c1	11	-5
COc1cccc(CNC(=O)c2cccc(S(=O)(=O)N3CCN(Cc4ccccc4)CC3)c2)c1	-4	8
CCOc1ccc(S(=O)(=O)N2CCN(C(=O)c3oc4ccc(OC)cc4c3C)CC2)cc1	-14	7
O=C(O)c1ccccc1SCc1nc2ccccn2c1Br	-6	2
Cc1cccc(-c2oc3ccccc3c2-c2ccc3c(c2)OCO3)c1	-6	16
CC(NC(=O)Cc1cccs1)c1ccccc1 (stereo not given)	-12	2
Cc1cc(C)n(CCCNC(=O)c2ccc3c(c2)NC(=O)CS3)n1	10	-11
Cc1ccc(NC(=O)C(CC(C)C)NC(=O)C2CCC(C)CC2)nc1 (stereo not given)	8	12
Cc1ccc(CNC(=O)CN(c2cccc([N+](=O)[O-])c2)S(C)(=O)=O)cc1	4	-7
COc1ccc(-c2nnc(-c3ccc(OCC(C)C)cc3)o2)cc1	-27	-3
CC1(C(=O)NS(=O)(=O)c2ccccc2)CCN1C(=O)Cc1ccc(-c2ccccc2)cc1 (stereo not given)	3	1
O=[N+]([O-])c1ccccc1S(=O)(=O)Nc1ccc(-c2ccc3nncn3n2)cc1	2	-10
CCCn1c(=O)c2ccccc2n2c(SCCOc3ccccc3F)nnc12	0	6
O=C1NCCCN1C1OC(CO)C(O)C1O (stereo not given)	8	10
Cc1c(NC(=O)C(C)OC(=O)CCOc2ccccc2)c(=O)n(-c2ccccc2)n1C (stereo not given)	-11	9
CS/C(=C\[N+](=O)[O-])Nc1ccc(C)cc1	18	-11
OCC[C@@H]1C[C@H](O)[C@@H](O)[C@@]2(Cc3ccccc3CO2)O1	7	2
CCC(=O)N1C(C(=O)NCc2ccc(OC)cc2)CSC1c1ccc(OC)cc1 (stereo not given)	12	-8
O=C(CCc1nnc(-c2ccc(-c3ccccc3)cc2)o1)N1CCCCC1	17	1
CCOC(=O)C1=C(C)NC(=O)NC1c1ccc(Br)s1 (stereo not given)	-11	4
C=CCn1c(COc2cccc3cccnc23)nnc1SCC(=O)O	-5	-12
Cc1cc(C)nc(Nc2nc3ccccc3[nH]2)n1	12	-7

A portion of the library; count on the stated rates, not on these rows.
